SMARCA2 activ – SMARCA2 function activation, primary screen | MG213 cells, MMTV-luciferase reporter, dexamethasone, overnight | activation, % at 9.1 µM | 1% of 370,000 active; in the data active means activation above about 7.8%;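 further: 0% = vehicle wells and 100% = reference activator wells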
DAX1 inh-1 – DAX1 (NR0B1) inhibition, primary screen; 1.1% of 370,000 active; HEK293T StAR-luciferase reporter, SF-1/DAX-1 repression relief; inhibition, % at 6.8 µM; AID 652010;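 active means inhibition above the mean over all tested compounds plus 3 SD, cut at about 3.6% in these data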;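 further: 0% = DAX-1 cells with DMSO and 100% = cells lacking DAX-1 with DMSO; higher inhibition means more luminescence from relief of DAX-1 repression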
DAX1 inh-2 – inhibits human nuclear receptor DAX1. P51843. HEK293 Gal4-DAX1 luciferase reporter, luminescence. inhibition, % at 6.75 µM. 0.99% of 340,000 active. AID 504766;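 active means inhibition above the mean over all tested compounds plus 3 SD, cut at about 4.2% in these data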;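 further: 0% = DAX1-transfected cells with DMSO and 100% = empty-vector control cells with DMSO; inhibition shows as a rise in luminescence from relieved DAX1 repression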
ssDAF-12 act – S. stercoralis DAF-12 activation, primary screen; HEK293 ssDAF-12/GRIP1 lit1-tk-luc reporter, luminescence; % of 3 µM dafachronic acid response; activation, % at 6.8 µM; 1% of 370,000 active;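 active means activation above the mean over all tested compounds plus 3 SD, cut at about 0.9% in these data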;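 further: 0% = DMSO-only wells and 100% = 3 µM delta7-dafachronic acid wells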
ADAM10 inh – inhibitors of human ADAM10; O14672; recombinant ADAM10, EDANS/DABCYL FRET peptide cleavage, 3 h; 0.62% of 370,000 active; inhibition, % at 7 µM;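 active means inhibition above a per-campaign cutoff equal to the mean of compounds falling between control-based bounds plus 3 SD, cut at about 20% in these data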;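 further: 0% = DMSO wells while the 100% control is not disclosed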
hgDAF12 agonist – agonists of H. glycines DAF-12 nuclear receptor; 1.8% of 370,000 active; HEK293 GAL4-hgDAF12 UAS-luciferase reporter, agonist luminescence; normalized to butyrate control; AID 687014; activation, % at 6.8 µM;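 active means activation above a cutoff set at the mean of all screened compounds plus 3 SD, cut at about 10% in these data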;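 further: 0% = DMSO wells and 100% = sodium butyrate wells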
PG9 Ab binder – binds the HIV-1 gp120 antibody PG9 | TR-FRET gp120-PG9 antibody binding | inhibition, % at 6.7 µM | 0.43% of 360,000 active | AID 624416; in the data active means inhibition above about 8.5%
hcDAF12 agonist – activators of H. contortus DAF-12 nuclear receptor | HEK293 hcDAF-12 lit1-tk-luc reporter, luminescence; 0% DMSO, 100% Δ7-dafachronic acid | activation, % at 6.8 µM | 1.4% of 370,000 active;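 active means activation above the mean of all tested compounds plus 3 SD, cut at about 5.5% in these data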;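 further: 100% = response to 3 µM Δ7-dafachronic acid high control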
ADAM17 inh – ADAM17 inhibition, QFRET primary screen; P78536; recombinant ADAM17, EDANS/DABCYL FRET peptide cleavage; inhibition, % at 6.95 µM; 0.83% of 370,000 active; AID 720648;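 active means inhibition above the mean of compounds lying between control limits plus 3 SD, set per campaign, cut at about 8.5% in these data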;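 further: 0% = DMSO-only wells as the low control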
FXN GAA850 act – activators of GAA850 frataxin (FXN) promoter; activation, % at 6 µM; 0.56% of 360,000 active; HEK293 lucGAA850 FXN promoter luciferase reporter, 24 h; percent of 10 µM SAHA response;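 active means activation above the average of all compounds screened plus 3 SD, cutoff fixed separately per campaign, cut at about 7.5% in these data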;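 further: 0% = DMSO wells and 100% = 10 µM SAHA wells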
NPR1 activator – GC-A (human) enzyme activation; activation, % at 10 µM; 0.14% of 370,000 active; P16066; HEK293 GC-A cells, cGMP TR-FRET, EC30 ANP; 0% at EC30 ANP, 100% saturating ANP; in the data active means activation above about 40%
* = called active by the depositor; nt = not tested or not shown.

[1] C=CCN1C(=O)[C@@H](CC(=O)NCC23CC4CC(CC(C4)C2)C3)[C@]2(C(=O)OCC)CCCCC/C=C/12
[2] Cc1c(CN2CCC(C(=O)Nc3cccc(-c4cccc(Cl)c4)c3)CC2)cnn1C
[3] COc1cc(/C=N/Nc2nc(Nc3ccc(C)cc3)nc(-n3nc(C)cc3C)n2)cc(OC)c1OC
[4] CCOc1ccc(-c2csc3nc[nH]c(=O)c23)cc1
[5] CCOC(=O)c1cc(-c2ccccc2)nc2c1c(C)nn2-c1ccccn1
[6] Clc1nc(NCc2cccnc2)nc(N2CCOCC2)n1

compound no. | 1 | 2 | 3 | 4 | 5 | 6
SMARCA2 activ | -3 | -5 | -1 | 2 | 1 | 0
DAX1 inh-1 | -0.7 | -0.1 | -2.4 | 0.1 | -1.6 | 0.4
DAX1 inh-2 | nt | 0.8 | -2.6 | 1.1 | -1.5 | 0.9
ssDAF-12 act | -0.8 | -0.9 | -1.9 | -1.4 | -1.4 | -1.1
ADAM10 inh | 1 | 0 | -11 | 4 | -324 | 7
hgDAF12 agonist | 2.2 | 0.1 | -3.8 | 5.8 | 0.1 | -0.9
PG9 Ab binder | nt | 2.6 | -0.8 | -1.4 | -0.7 | -0.4
hcDAF12 agonist | 1.5 | 0.8 | -3.0 | -1.4 | -1.2 | -1.7
ADAM17 inh | 0 | -5 | -1 | -1 | -108 | -1
FXN GAA850 act | nt | 1.1 | -7.9 | 4.3 | 2.9 | 1.1
NPR1 activator | 3 | -2 | 10 | -2 | 0 | -2

[7] OC(COc1ccc(Cl)cc1Cl)Cn1ccnc1 (centres undefined)
[8] O=C(NC1CCCCN(Cc2cccc(C(F)(F)F)c2)C1=O)c1ccc(F)cc1 (centres undefined)
[9] COc1ccc(-c2nnn(CC(=O)N(Cc3cccs3)C(C)C(=O)NCCC(C)C)n2)cc1OC (centres undefined)
[10] Cc1cc(C)n(/N=C/c2ccccc2O)c(=O)c1
[11] Cc1cccc2cc(COC(=O)C(C)C)c(=O)[nH]c12
[12] Cc1ccnc(NC(=O)CNC(=O)c2ccccc2)c1

compound no. | 7 | 8 | 9 | 10 | 11 | 12
SMARCA2 activ | -1 | -3 | -1 | 3 | 1 | 0
DAX1 inh-1 | -0.2 | -1.8 | -1.4 | 1.0 | 0.1 | 6.3*
DAX1 inh-2 | -0.6 | nt | -1.7 | 0.9 | 1.8 | 2.8
ssDAF-12 act | -0.9 | -1.7 | -1.8 | -1.0 | -0.3 | -1.1
ADAM10 inh | -8 | -1 | -6 | 6 | -31 | 4
hgDAF12 agonist | -1.8 | -1.0 | -6.6 | -0.5 | 0.5 | 2.4
PG9 Ab binder | -0.6 | nt | -1.8 | -0.4 | -1.1 | 0.8
hcDAF12 agonist | -0.3 | -1.4 | -4.0 | -1.8 | 0.1 | -0.1
ADAM17 inh | -2 | 0 | -3 | 1 | -13 | 0
FXN GAA850 act | 0.8 | nt | -3.5 | -0.9 | 1.2 | 4.6
NPR1 activator | 3 | 6 | 6 | 4 | 1 | 4

[13] COC(=O)c1c(C)n(-c2ccc(OC)cc2)c2ccc(O)cc12
[14] CCOc1ccc2nc(NC(=S)NCc3ccccc3)sc2c1
[15] CCOC(=O)/C=C1\SCC(=O)N1CC(=O)Nc1cccc(F)c1
[16] O=C(Nc1ccccc1)C(=O)c1c[nH]c2ccccc12
[17] Cc1cc(C)cc(NC(=O)c2cc(C)nc3ccccc23)c1
[18] COc1ccc(C(=O)N/C(=C\c2cn(C)c3ccccc23)C(=O)OCCN(C)C)cc1
[19] Cc1cccc(OCC(=O)NC2CCCC2)c1
[20] Cc1cc(O)c(C(C)C)cc1N=Cc1ccccc1O
[21] O=C(NC1=NCCS1)c1ccc2c(c1)C(=O)N(Cc1ccco1)C2=O

compound no. | 13 | 14 | 15 | 16 | 17 | 18 | 19 | 20 | 21
SMARCA2 activ | -3 | -1 | -3 | 7 | 0 | -2 | 0 | -4 | -2
DAX1 inh-1 | -0.6 | 0.0 | -0.2 | 1.6 | -0.3 | 1.4 | 0.2 | -0.1 | -0.8
DAX1 inh-2 | -1.1 | -0.3 | 1.2 | 2.6 | -0.3 | 3.5 | 0.7 | 3.5 | 0.0
ssDAF-12 act | -1.9 | -1.4 | -1.3 | 4.4* | -0.6 | -0.4 | -0.5 | -1.5 | -0.9
ADAM10 inh | 19 | -2 | -5 | 17 | -5 | 0 | 4 | -12 | -2
hgDAF12 agonist | 3.4 | -0.3 | -1.6 | 15* | -5.9 | 0.5 | 2.2 | -1.8 | -0.8
PG9 Ab binder | -0.9 | -2.5 | 0.2 | -0.8 | 1.6 | -2.1 | -1.2 | -5.0 | 0.5
hcDAF12 agonist | -2.4 | 0.1 | -1.0 | 15* | -0.5 | 1.6 | 0.2 | -1.5 | -0.8
ADAM17 inh | 12* | 2 | 0 | 8 | -2 | -2 | -1 | -3 | -4
FXN GAA850 act | 0.6 | 2.0 | -1.7 | 3.1 | 0.1 | 0.1 | 2.8 | -0.2 | 1.9
NPR1 activator | 24 | 4 | -3 | 9 | -1 | -5 | 8 | -2 | 1

4 entries from above, as labelled records.
14	CCOc1ccc2nc(NC(=S)NCc3ccccc3)sc2c1
- SMARCA2 activ: -1
- DAX1 inh-1: 0.0
- DAX1 inh-2: -0.3
- ssDAF-12 act: -1.4
- ADAM10 inh: -2
- hgDAF12 agonist: -0.3
- PG9 Ab binder: -2.5
- hcDAF12 agonist: 0.1
- ADAM17 inh: 2
- FXN GAA850 act: 2.0
- NPR1 activator: 4
15	CCOC(=O)/C=C1\SCC(=O)N1CC(=O)Nc1cccc(F)c1
- SMARCA2 activ: -3
- DAX1 inh-1: -0.2
- DAX1 inh-2: 1.2
- ssDAF-12 act: -1.3
- ADAM10 inh: -5
- hgDAF12 agonist: -1.6
- PG9 Ab binder: 0.2
- hcDAF12 agonist: -1.0
- ADAM17 inh: 0
- FXN GAA850 act: -1.7
- NPR1 activator: -3
16	O=C(Nc1ccccc1)C(=O)c1c[nH]c2ccccc12
- SMARCA2 activ: 7
- DAX1 inh-1: 1.6
- DAX1 inh-2: 2.6
- ssDAF-12 act: 4.4*
- ADAM10 inh: 17
- hgDAF12 agonist: 15*
- PG9 Ab binder: -0.8
- hcDAF12 agonist: 15*
- ADAM17 inh: 8
- FXN GAA850 act: 3.1
- NPR1 activator: 9
17	Cc1cc(C)cc(NC(=O)c2cc(C)nc3ccccc23)c1
- SMARCA2 activ: 0
- DAX1 inh-1: -0.3
- DAX1 inh-2: -0.3
- ssDAF-12 act: -0.6
- ADAM10 inh: -5
- hgDAF12 agonist: -5.9
- PG9 Ab binder: 1.6
- hcDAF12 agonist: -0.5
- ADAM17 inh: -2
- FXN GAA850 act: 0.1
- NPR1 activator: -1

Screening data as filed in PubChem.
